Screening results (PubChem BioAssay)
S-ASM inh: blocks human secretory acid sphingomyelinase | P17405 | placental ASM, HMU-PC fluorogenic substrate, 60 min | Potency, µM (titrated, usually from 57.5 µM), without a hit: at the top dose activity change, negative = inhibition, most hits filed as inhibitors | 0.006% of 340,000 active; further: potency means the concentration at half of the fitted maximal effect
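Human placenta-derived ASM enzyme was preincubated with compound for 10 minutes at room temperature, then given fluorogenic substrate HMU-PC0 (9 uM final) for 60 minutes at 37 °C; a pH 10 stop preceded fluorescence reading at Ex 386/Em 447 nm.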
MLL CXXC-DNA inh: inhibitors of human MLL CXXC domain-DNA interaction; MLL-CXXC / FITC-HOXA9 DNA fluorescence polarization; Potency, µM (titrated, usually from 115 µM), without a hit: at the highest dose activity change, negative = inhibition, usual class: inhibitors; 0.037% of 290,000 active; active means well fitted inhibition curve with a large enough effect in the polarisation, with a control signal flat, not every such curve was filed as active; inconclusive means small, poorly fitted or top-dose-only effect, or effect the other way, or a change in a side signal; inactive means no such curve, though single readings can be large or run the other way; the % refers to the polarisation; further: potency means the concentration at half of the fitted maximal effect
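Fluorescence polarization: 7 uM MLL-CXXC (stock) preincubated 5 min with compounds, then 50 nM fluorescein-HOX-A9 DNA (stock) added; 30 min ambient. Buffer 50 mM Tris-HCl pH 7.5, 50 mM NaCl, 1 mM DTT, 0.05% BSA.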
AT treatment: candidate therapy for ataxia-telangiectasia. 0.19% of 320,000 active. […] A-T fibroblasts, KAP-1 phosphorylation AlphaLISA; neocarzinostatin DNA damage 30 min before lysis. Potency, µM (titrated, usually from 57.5 µM), inactives show at the top dose activation, hits mostly activators; further: potency means the concentration at half of the fitted maximal effect; % of control where 0% means no effect; nearly all actives have a fitted effect of over 45% in size
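ATM-like activity read as KAP-1 phosphorylation via AlphaLISA donor/acceptor antibody pairs after lysis and 6 hr at 25C. Cells were ATM-null patient fibroblasts ([…], hTERT), dosed 60 min, then exposed to the DSB inducer NCS for 30 min.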
FBPA coupling cs: coupling enzyme interference in Giardia aldolase counter-screen | coupling enzyme system counterscreen, AmpLite Red fluorescence | activity change, negative = inhibition, % at 58.2 µM, hits read low | 0.67% of 290,000 active | AID 2472; in the data active means activity change below about -30%; further: on the % scale 0 is the no-effect control and ±100 the full control effect
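Final compound at 57.5 uM, incubated 10 min at RT with coupling enzyme reagent (glyceraldehyde-3-phosphate), then 20 min with substrate and AmpLite Red detection. Fluorescence read at 525/598 nm; tests interference with the coupling assay, not aldolase inhibition.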
TRPV1 ag: agonists of human vanilloid receptor 1 (TRPV1); 0.19% of 320,000 active; TRPV1-expressing cells, Fluo-8 calcium influx, agonist mode; activation, % at 8.33 µM; in the data active means activation above about 80%; inconclusive means between about 30% and that limit; further: 0% is about no effect
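Fluo-8 calcium influx in TRPV1-expressing cells, kinetic read (ex 480/em 520 nm). Compound added and read 3 min for agonist activity, followed by capsaicin at EC20 final and 2 min further read for enhancement.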
GALK inh: blocks human galactokinase activity. 0.007% of 270,000 active. AID 1868. Potency, µM (highest dose often 57.5 µM), without a hit: top-dose activity change, negative = inhibition, hits mostly inhibitors. P51570. Purified GALK, Kinase-Glo residual ATP luminescence; further: potency means the concentration at half of the fitted maximal effect; on the % scale 0 is the no-effect control and ±100 the full control effect
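5 nM enzyme, 35 uM ATP, 100 uM galactose, 20 mM HEPES pH8.0, 5 mM MgCl2; 1 h RT; residual ATP by Kinase-Glo Plus luminescence, qHTS format.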
hERG WT inh: inhibitors of human wildtype KCNH2 potassium channel | U2OS, BacMam KCNH2, thallium flux FluxOr; active compounds read low | AID 720551 | activity change, % at 1.84 µM | Q12809 | 0.37% of 340,000 active;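 active means maximum activity change below -70%; inconclusive means maximum activity change between -70% and -50%; inactive means maximum activity change above -50%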; further: on the % scale 0 is the no-effect control and ±100 the full control effect
Target sequence (Q12809 whole entry, looked up): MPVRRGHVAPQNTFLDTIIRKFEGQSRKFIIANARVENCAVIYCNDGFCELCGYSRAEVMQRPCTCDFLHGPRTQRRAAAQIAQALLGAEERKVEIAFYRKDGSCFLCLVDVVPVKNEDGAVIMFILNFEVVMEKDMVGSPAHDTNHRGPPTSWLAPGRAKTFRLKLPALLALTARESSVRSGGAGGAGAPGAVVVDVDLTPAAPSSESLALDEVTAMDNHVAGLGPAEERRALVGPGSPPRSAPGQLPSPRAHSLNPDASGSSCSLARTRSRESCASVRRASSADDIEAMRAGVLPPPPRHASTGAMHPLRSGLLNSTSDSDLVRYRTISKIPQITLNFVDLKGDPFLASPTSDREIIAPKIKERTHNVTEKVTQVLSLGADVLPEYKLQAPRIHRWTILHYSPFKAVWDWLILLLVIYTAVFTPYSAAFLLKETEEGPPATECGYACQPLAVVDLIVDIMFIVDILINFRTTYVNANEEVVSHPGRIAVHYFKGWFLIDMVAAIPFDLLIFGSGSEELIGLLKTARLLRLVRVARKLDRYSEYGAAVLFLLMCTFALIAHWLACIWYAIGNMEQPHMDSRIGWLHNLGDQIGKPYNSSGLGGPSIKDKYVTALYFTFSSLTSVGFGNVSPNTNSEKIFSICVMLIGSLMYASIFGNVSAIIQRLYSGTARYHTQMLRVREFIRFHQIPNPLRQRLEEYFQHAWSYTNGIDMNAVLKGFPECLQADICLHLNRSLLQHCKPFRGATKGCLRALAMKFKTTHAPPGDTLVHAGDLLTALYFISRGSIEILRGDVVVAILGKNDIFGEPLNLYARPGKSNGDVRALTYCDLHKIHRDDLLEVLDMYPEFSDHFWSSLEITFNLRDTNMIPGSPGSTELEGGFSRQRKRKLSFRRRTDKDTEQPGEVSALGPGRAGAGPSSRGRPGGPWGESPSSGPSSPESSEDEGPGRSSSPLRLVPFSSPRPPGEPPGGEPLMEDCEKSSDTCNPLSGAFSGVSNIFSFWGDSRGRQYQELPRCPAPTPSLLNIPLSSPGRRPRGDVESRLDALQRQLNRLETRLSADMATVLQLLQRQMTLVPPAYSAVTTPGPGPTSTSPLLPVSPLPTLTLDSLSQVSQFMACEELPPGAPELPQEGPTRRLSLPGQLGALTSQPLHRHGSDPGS
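U2OS cells were transduced with wild-type KCNH2 virus (2.03 x 10^8 / mL) for 4 h at room temperature, then cultured overnight at 37 C. Thallium flux was read with FluxOr dye. Rate constants were normalized to DMSO controls.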
KCNH2 3.1 inh: KCNH2 3.1 (human) potassium channel inhibition. U2OS KCNH2 3.1, thallium flux FluxOr; active compounds read low. activity change, % (tested at about 1.8 µM). 0.95% of 340,000 active. AID 720553;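 active means maximum activity change below -70%; inconclusive means maximum activity change from -70% to -50%; inactive means maximum activity change above -50%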;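 further: thallium influx rate constant from kinetic fluorescence after stimulation buffer; on the % scale 0 is the no-effect control and ±100 the full control effect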
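Steps: virus added to U2OS suspension (4 h, RT, dark); medium with 10% FBS added, cells plated, 37 C overnight; FluxOr/Red40 loading buffer 45 min RT; stimulation buffer, 2 min kinetic read; rate constant normalized.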
a7 integrin act: activators of alpha7 integrin expression for muscular dystrophy | alpha7betagal myoblasts, beta-gal FDG fluorescence, 48 h | 0.064% of 350,000 active | Potency, µM (highest dose often 38.3 µM), inactives show at the highest dose activation, actives largely listed as activators;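 further: potency means the concentration at half of the fitted maximal effect; 100% = response of the positive control SU9516; nearly all actives have a fitted effect of over 60% in size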
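Alpha7betagal+/- myoblasts (passage 13) were plated 16-24 hr, then exposed to compounds (1:260 dilution of DMSO stock) for 48 hours at 37C. After MPER lysis, β-galactosidase reporter activity was read as FDG fluorescence (ex 480/em 540) after 30 minutes.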
MBNL1-CUG inh: inhibitors of human MBNL1 binding to CUG repeat RNA. Q9NR56. TR-FRET MBNL1-His/biotin-(CUG)12 binding, 665/545 ratio. Potency, µM (series often up to 57.5 µM), without a hit: at the highest dose activity change, negative = inhibition, usual class: inhibitors. 0.036% of 280,000 active. AID 2675; active means well fitted inhibition curve with a large enough effect in the signal ratio, with a control signal flat, not every such curve was filed as active; inconclusive means small, poorly fitted or top-dose-only effect, or effect the other way, or a change in a side signal; inactive means no such curve, though single readings can be large or run the other way; the % refers to the signal ratio; further: potency means the concentration at half of the fitted maximal effect; on the % scale 0 is the no-effect control and ±100 the full control effect
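Inhibition of protein-RNA binding appears as loss of TR-FRET between terbium anti-His antibody on MBNL1-His and streptavidin-XL665 on biotin-(CUG)12. Activity is normalized to buffer-only and uninhibited-complex controls.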
An asterisk follows results filed as active; i = inactive; u = inconclusive; x = no result given; [ ] = remark or other dose. Unless noted, the call rests on the fitted dose curve; in most records, active means well fitted curve in the direction sought with a large enough effect; inconclusive means small, poorly fitted or top-dose-only effect, or another doubt; inactive means no such curve, though single readings can be large; an effect the other way counts as inactive or inconclusive.

entry	SMILES	S-ASM inh	MLL CXXC-DNA inh	AT treatment	FBPA coupling cs	TRPV1 ag
1	O=C(/C(Br)=C/Nc1cc(Cl)ccc1Cl)C(F)(F)F	0%	-3%	12%	0	0
2	COc1cccc(-c2cn3nc(C)c(C)nc3n2)c1	x	20%	26%	-2	2
3	Cc1cc(C)c(C#N)c(Oc2ccccc2Br)n1	3%	-4%	6%	5	4
4	COc1ccc(Cc2noc(CN(C)CC3CCN(Cc4ccccc4)CC3)n2)cc1OC	0%	0%	13%	-1	u
5	Cc1cccc(N2CCN(S(=O)(=O)c3cc4c(cc3Cl)NC(=O)CO4)CC2)c1C	3%	x	13%	1	3
6	CC1CCN(CCC(=O)Nc2ccc(Cl)cc2)CC1	4%	-7%	14%	-3	-12
7	Cc1cc(NC(=O)CCC(=O)N(CC(=O)NCC2CCCO2)c2ccc(C)c(C)c2)no1 (stereo not given)	-1%	3%	-5%	-4	0
8	NC1=NC(c2ccc(F)cc2)n2c(nc3ccccc32)N1 (stereo not given)	2%	-3%	-2%	1	-3
9	Cc1occc1-c1nnc(-c2cc([N+](=O)[O-])cc([N+](=O)[O-])c2)o1	-7%	0%	8%	-10	1
10	Cc1ccccc1NS(=O)(=O)c1ccc(-c2ccc(=O)[nH]n2)o1	5%	4%	-6%	2	2
11	O=S(=O)(c1ccc2ccccc2c1)N1CCN(CCO)CC1	-4%	7%	5%	0	-3
12	CCC1SC(CC)C(=O)N(CC(=O)NCCc2ccccc2)C1=O (stereo not given)	-4%	9%	1%	1	7

entry	GALK inh	hERG WT inh	KCNH2 3.1 inh	a7 integrin act	MBNL1-CUG inh
1	0%	-5	14	-14%	-4%
2	2%	0	-9	2%	u
3	6%	-4	-5	-18%	-5%
4	0%	7	3	-22%	-2%
5	x	-2	-38	1%	0%
6	4%	45	-9	3%	-6%
7	16%	-4	-6	6%	-7%
8	2%	-7	13	3%	7%
9	-2%	4	1	-44%	u
10	0%	6	4	0%	u
11	5%	6	1	-25%	6%
12	5%	8	10	0%	-9%

Pulled by compound from the entries so far (3):
entry	SMILES	S-ASM inh	MLL CXXC-DNA inh	AT treatment	FBPA coupling cs	TRPV1 ag
3	Cc1cc(C)c(C#N)c(Oc2ccccc2Br)n1	3%	-4%	6%	5	4
4	COc1ccc(Cc2noc(CN(C)CC3CCN(Cc4ccccc4)CC3)n2)cc1OC	0%	0%	13%	-1	u
10	Cc1ccccc1NS(=O)(=O)c1ccc(-c2ccc(=O)[nH]n2)o1	5%	4%	-6%	2	2

entry	GALK inh	hERG WT inh	KCNH2 3.1 inh	a7 integrin act	MBNL1-CUG inh
3	6%	-4	-5	-18%	-5%
4	0%	7	3	-22%	-2%
10	0%	6	4	0%	u

Next entries.
entry	SMILES	S-ASM inh	MLL CXXC-DNA inh	AT treatment	FBPA coupling cs	TRPV1 ag
13	CCNC(=O)C1CCCN1S(=O)(=O)c1ccc(C)cc1 (stereo not given)	0%	0%	-1%	3	-3
14	CCCCC(c1nnnn1CCOC)N1CCN(C(=O)c2ccco2)CC1 (stereo not given)	4%	-4%	2%	1	3
15	COc1ccc(-c2cc(C(=O)Nc3ccccc3SC)no2)cc1OC	4%	-7%	-3%	8	0
16	CC(C)CC(=O)CC1(O)C(=O)Nc2ccccc21 (stereo not given)	10%	1%	3%[11.5 µM]	2	1
17	O=C(COC(=O)c1cnc(Cl)c(Cl)c1)Nc1cccc(S(=O)(=O)N2CCOCC2)c1	-5%	x	12%	x	x
18	Cc1cc(-c2nn(-c3ccccc3F)cc2CN(C)CC(O)CO)c(C)s1 (stereo not given)	-3%	0%	-3%	3	8
19	CCOc1ccc(OCCOc2ccc(/C=C/C(=O)O)cc2OCC)cc1	-1%	-11%	9%	5	1
20	CC1CCC(NC(=O)COC(=O)c2ccc3ncsc3c2)CC1 (stereo not given)	13%	x	-6%	x	7
21	CC(=O)NCCc1nc2ccccc2n1Cc1ccc(C)cc1	1%	-8%	8%	-1	u
22	COc1ccc(C(=O)/C=C2/C(=O)Nc3ccccc32)c(OC)c1	-1%	14%	15%	0	13
23	Cc1ccc(C(=O)NNC(=O)CSc2nnc(CNc3ccc(F)cc3)n2C)cc1	x	2%	-9%	-5	0
24	CCOc1ccccc1NC(=O)c1cccc(NC2=NC3CS(=O)(=O)CC3S2)c1 (stereo not given)	5%	x	2%	0	-2

entry	GALK inh	hERG WT inh	KCNH2 3.1 inh	a7 integrin act	MBNL1-CUG inh
13	-3%	1	-4	16%	-1%
14	0%	-1	-3	-2%	-6%
15	0%	-7	13	3%	6%
16	3%	-1	-2	-2%	8%
17	x	-1	6	-2%	x
18	1%	10	-10	0%	-5%
19	2%	-5	2	u	-1%
20	x	1	14	-3%	x
21	3%	10	8	4%	-15%
22	0%	-10	-2	-26%	8%
23	9%	x	x	x	-1%
24	x	-1	-7	18%	-3%

Down the list, from the results shown.
Nos. 18–22 in MBNL1-CUG inh, in turn: -5%, -1%, x, -15%, 8%

Later entries:
entry	SMILES	S-ASM inh	MLL CXXC-DNA inh	AT treatment	FBPA coupling cs	TRPV1 ag
25	COc1ccc2[nH]c(=O)c(CNc3ccccc3OC)cc2c1	21%	4%	1%	-34*	-3
26	COc1ccc(-c2n(CC(=O)OC3CC(C)CCC3C(C)C)c3ccccc3[n+]2C)cc1 (stereo not given)	-3%	-6%	-6%	0	-1
27	CCCNC(=O)C/C(C)=N/NC(=O)C(=O)Nc1ccccn1	2%	2%	-3%	2	1
28	CCn1c(SCC(=O)Nc2cccc(C)c2)nc2ccccc2c1=O	-1%	29%	5%	5	8
29	CCC(=O)NC(NC(=S)Nc1c(C)n(C)n(-c2ccccc2)c1=O)C(Cl)(Cl)Cl (stereo not given)	9%	-7%	3%	11	-4
30	CN(C)S(=O)(=O)NCC1CCCN(Cc2cc3ccccc3s2)C1 (stereo not given)	-1%	x	x	x	x
31	CCn1c(=O)n(CC(=O)N(C)Cc2ccccc2)c(=O)c2ccccc21	3%	7%	-7%	-2	0
32	CCC1CCCCN1CCCNC(=O)CN1C(=O)CSc2ccc(S(=O)(=O)N3CCOCC3)cc21 (stereo not given)	5%	7%	4%	2	-2
33	C=CC[C@H](CC(=O)NCCO)C(=O)N[C@H](COC(=O)[C@@H](CC=C)Cc1ccc(F)cc1)c1ccccc1	-1%	x	-2%	x	x
34	O=C(CCl)N(Cc1ccccc1)c1ccccc1	2%	14%	1%	1	-7
35	CN(Cc1ccccc1)C(=O)c1[nH]cnc1C(=O)N[C@@H](CCCCNC(=O)OC(C)(C)C)C(=O)OC(C)(C)C	-5%	2%	-5%	-9	-1
36	COC(=O)Nc1ccc(S(=O)(=O)N2CCC(C(=O)N3CCC(C)CC3)CC2)cc1	-1%	3%	15%	2	2

entry	GALK inh	hERG WT inh	KCNH2 3.1 inh	a7 integrin act	MBNL1-CUG inh
25	0%	1	-6	-42%	u
26	13%	-17	-10	-71%[inhibitor]	-1%
27	11%	-7	-7	-19%	12%
28	-1%	4	-9	u	0%
29	-1%	6	7	10%	-18%
30	x	3	0	-17%	x
31	-1%	-1	3	6%	4%
32	7%	-5	-5	-15%	-3%
33	x	-6	15	-17%	x
34	-2%	2	15	-59%[inhibitor]	3%
35	1%	-15	-10	-12%	-9%
36	5%	0	21	5%	-2%

(continued)
entry	SMILES	S-ASM inh	MLL CXXC-DNA inh	AT treatment	FBPA coupling cs	TRPV1 ag
37	CC(C)C(=O)NCc1cc(-c2ccc(Cl)cc2)no1	0%	8%	-5%	2	29
38	O=C(N/N=C/C=C\c1ccccc1[N+](=O)[O-])c1cc(-c2ccc3ccccc3c2)n[nH]1	-2%	9%	-4%	2	-6
39	CCCCc1nnc(NC(=O)CSc2nc(N)cc(=O)[nH]2)s1	0%	-4%	0%	0	-7
40	Nc1ccc(-c2nc3ccc(N)cc3o2)cc1	i	4%	8%	0	1

entry	GALK inh	hERG WT inh	KCNH2 3.1 inh	a7 integrin act	MBNL1-CUG inh
37	0%	2	4	-17%	-6%
38	0%	-19	x	-67%[inhibitor]	4%
39	5%	9	0	-3%	-4%
40	3%	-2	-14	15%	41%[activator]
